GC-B act: human GC-B receptor activators, primary screen, HEK293 GC-B cells, cGMP TR-FRET, EC30 CNP | 0% at EC30 CNP, 100% saturating CNP | 370,000 tested, 0.11% active | activation, % at 10 µM | AID 1920062, 2024 | Atrial natriuretic peptide receptor 2 (Homo sapiens), P20594;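 active means activation at 10 µM reaching about 35% in either raw or pattern-adjusted values, limit read from the data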
LEDGF integ inh: blockers of LEDGF/p75-dependent integrase strand transfer – biochemical, TR-FRET, high throughput, primary screen. HIV-1 integrase (with human LEDGF/p75). TR-FRET IN-LEDGF/p75 DNA integration, Eu/Cy5. inhibition, % at 3.7 µM. 370,000 tested, 0.64% active;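 active means inhibition above the screen-wide mean plus 3 SD, cut at about 13% in these data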;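 further: signal is the Cy5 over europium emission ratio at 671 and 618 nm; 0% = plate median of compound wells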
TCR CD3 inh: inhibitors of human TCR-CD3 interaction, primary screen, biochemical, fluorescence, TAMRA-labeled TCR probe | 360,000 tested, 0.37% active | inhibition, % at 9.4 µM; in the data active means inhibition above about 19%;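 further: recombinant mutant TCR 2C K166C tagged with TAMRA read by polarization; 0% = receptor in buffer alone and 100% = receptor with positive control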
HTRA1 inhibitor: HTRA1 serine protease inhibitors, primary screen, biochemical, fluorescence polarization, HTS. inhibition, % at 5.96 µM. recombinant HTRA1, FP-rhodamine activity-based probe. 340,000 tested, 0.5% active. Q92743; in the data active means inhibition above about 36%;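 further: 0% = enzyme with DMSO and 100% = wells lacking enzyme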
Target sequence (Q92743 whole entry, looked up): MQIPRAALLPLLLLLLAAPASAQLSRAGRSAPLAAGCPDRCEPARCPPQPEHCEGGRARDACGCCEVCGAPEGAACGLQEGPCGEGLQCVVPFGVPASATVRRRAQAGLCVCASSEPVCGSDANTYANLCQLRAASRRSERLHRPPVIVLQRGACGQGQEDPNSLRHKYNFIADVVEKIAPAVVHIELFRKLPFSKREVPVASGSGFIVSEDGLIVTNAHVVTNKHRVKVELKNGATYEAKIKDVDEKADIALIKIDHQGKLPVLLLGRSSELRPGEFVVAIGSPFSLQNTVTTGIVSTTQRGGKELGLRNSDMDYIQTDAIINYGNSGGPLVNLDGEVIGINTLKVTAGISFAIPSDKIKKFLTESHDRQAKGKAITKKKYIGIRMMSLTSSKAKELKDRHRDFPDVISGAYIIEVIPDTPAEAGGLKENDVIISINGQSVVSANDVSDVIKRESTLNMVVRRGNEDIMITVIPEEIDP
ABHD4 inh: ABHD4 inhibitors, primary screen, biochemical, fluorescence polarization, mouse. purified mABHD4, FP-Rh probe fluorescence polarization. inhibition, % at 8.92 µM. 370,000 tested, 0.54% active. AID 720543, 2013;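 active means inhibition exceeding the mean over every tested compound plus 3 SD, cut at about 30% in these data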;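 further: 0% = plate median of compound wells and 100% = S159A mutant with DMSO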
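Material: mouse ABHD4 enzyme, wild type; Benchmarks: S159A mutant high control, sample median low control; Buffer or medium: HEPES pH 7.0, NaCl, Pluronic buffer; Signal: fluorescence polarization; Read-out: percent inhibition of probe binding, normalized to plate controls; Timing: pre-incubation 45 min, probe exposure 60 min, at 25 °C; Dosing: 8.92 µM, single dose.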
SIAE inh: human SIAE inhibitors, primary screen, biochemical, fluorescence polarization, FP-Rh probe, 1536-well HTS; Sialate O-acetylesterase (Homo sapiens), Q9HAT2; SIAE FP-Rh probe binding; inhibition, % at 9.66 µM; 370,000 tested, 0.69% active; AID 1053197, 2014;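 active means inhibition above a cutoff: mean of compounds within the control limits plus 3 SD of those, cut at about 17% in these data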;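 further: 0% = plate median of compound wells and 100% = probe without SIAE protein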
Target sequence (Q9HAT2 whole entry, looked up): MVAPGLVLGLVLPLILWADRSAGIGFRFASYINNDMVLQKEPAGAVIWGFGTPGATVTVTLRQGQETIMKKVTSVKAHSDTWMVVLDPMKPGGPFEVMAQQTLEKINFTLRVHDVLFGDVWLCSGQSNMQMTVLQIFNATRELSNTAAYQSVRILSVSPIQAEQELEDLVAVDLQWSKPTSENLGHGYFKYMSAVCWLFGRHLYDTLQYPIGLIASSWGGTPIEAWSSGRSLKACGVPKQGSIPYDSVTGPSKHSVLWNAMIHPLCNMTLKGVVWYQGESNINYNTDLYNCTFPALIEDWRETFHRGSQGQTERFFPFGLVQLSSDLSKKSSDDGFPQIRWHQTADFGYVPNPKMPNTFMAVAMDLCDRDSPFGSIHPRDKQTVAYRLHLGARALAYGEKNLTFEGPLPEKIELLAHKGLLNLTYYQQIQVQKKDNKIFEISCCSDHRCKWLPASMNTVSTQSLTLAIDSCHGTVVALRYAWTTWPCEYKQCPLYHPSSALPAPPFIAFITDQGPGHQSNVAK
MBD2 inh: inhibitors of MBD2 binding to methylated DNA, primary screen, biochemical, TR-FRET, DNA-binding domain, human | Methyl-CpG-binding domain protein 2 (Homo sapiens), Q9UBB5 | MBD2 binding to methylated oligonucleotide | inhibition, % at 4.4 µM | 370,000 tested, 0.31% active | AID 686964, 2013; in the data active means inhibition above about 13%
PRMT1 FP inh: PRMT1 methyltransferase inhibitors, primary screen, biochemical, fluorescence polarization; Protein arginine N-methyltransferase 1 (Homo sapiens), Q99873; recombinant PRMT1, activity-based probe fluorescence polarization; inhibition, % at 2.79 µM; 370,000 tested, 1.3% active; AID 652257, 2013;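 active means inhibition above about 21% made by adding two undisclosed values, limit read from the data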
TDP2 absorb: human TDP2 enzyme inhibitors, primary screen, biochemical, epi absorbance, recombinant enzyme; Tyrosyl-DNA phosphodiesterase 2 (Homo sapiens), O95551; T5PNP hydrolysis, p-nitrophenol absorbance 415 nm; inhibition, % at 12.8 µM; 370,000 tested, 0.34% active; AID 720702, 2013;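 active means inhibition above the mean of all tested compounds plus 3 SD, set per campaign, cut at about 25% in these data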;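 further: 0% = DMSO with enzyme and 100% = buffer with substrate but no TDP2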
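Evaluation: % inhibition relative to enzyme-containing and enzyme-free wells. Material: recombinant human TDP2. Benchmarks: enzyme-free and DMSO wells. Timing: enzyme reaction with compound for 2 h at 37 °C. Compound dosing: 12.8 µM only. Measured by: p-Nitrophenol epi absorbance. Reagent: T5PNP substrate at 5 mM, a TopII-DNA adduct mimic. Replication: single well per compound.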
rCAG binder: binders of r(CAG) RNA repeats, primary screen, biochemical, fluorescence; r(CAG) RNA repeat, TO-PRO-1 dye displacement fluorescence; inhibition, % at 3 µM; 370,000 tested, 1.3% active;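 active means inhibition above the plate cutoff, the mean of all test compounds on that plate plus 3 SD, cut at about 35% in these data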;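 further: 0% = DMSO alone and 100% = 100 µM mitoxantrone as full dye displacement; higher means more dye released from RNA so lower well fluorescence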
Numbers without * were called inactive; . = not tested or not shown.

SMILES | GC-B act | LEDGF integ inh | TCR CD3 inh | HTRA1 inhibitor | ABHD4 inh | SIAE inh | MBD2 inh | PRMT1 FP inh | TDP2 absorb | rCAG binder
O=C(c1ccc2c(c1)OCO2)C1CCCN(Cc2ccccn2)C1 (stereo not drawn) | -1 | 9 | 0 | 1 | 1 | -3 | 3 | -3 | -18 | -3
O=c1c2ccccc2nc(CNCc2ccco2)n1-c1ccc(F)cc1 | 1 | 4 | 2 | 2 | 8 | 5 | 1 | 4 | -8 | 11
CC(Cc1ccccc1)N1C(=O)c2ccccc2C1=O (stereo not drawn) | 0 | 0 | 4 | -3 | 5 | -3 | -4 | 2 | 9 | -5
C[N+](C)(C)CC1CCCc2ccccc2C1=O (stereo not drawn) | 0 | -2 | 6 | 13 | 3 | 3 | 0 | 0 | 5 | 2
O=C(Nc1ccc(F)cc1F)c1cccn(Cc2ccccc2)c1=O | 4 | 6 | 9 | -9 | 2 | -4 | -7 | 0 | -5 | -5
COc1ccc(C)cc1NC1=NCCCS1 | 0 | 1 | -1 | -8 | 2 | -2 | 0 | -4 | 4 | -1
Fc1ccc(N2CCN(Cc3cc4c(cc3Br)OCO4)CC2)cc1 | -3 | -3 | 4 | -5 | -2 | -3 | 1 | 0 | -12 | -3
Oc1ccc(Cl)cc1CN1CCN(Cc2ccccc2)CC1 | 3 | 2 | 1 | -10 | 3 | 0 | -4 | -1 | 3 | -7
c1ccc(CN2Cc3ccccc3-n3nncc3C2)nc1 | 3 | 9 | 1 | 2 | -4 | -5 | -1 | 1 | -10 | 2
CC(C)C[C@H](NP(=O)(O)O[C@@H]1O[C@@H](C)[C@H](O)[C@@H](O)[C@H]1O)C(=O)N[C@@H](Cc1c[nH]c2ccccc12)C(=O)O | 7 | 2 | 2 | -3 | 4 | 0 | -1 | -4 | 5 | 1
CN1CCC(O)(c2cccs2)C(C(=O)c2cccs2)C1 (stereo not drawn) | -1 | 1 | -2 | 4 | -3 | 8 | -3 | 1 | -11 | 1
CC(C)Oc1cc(-n2c(=S)[nH]c3ccccc3c2=O)c(Cl)cc1Cl | 1 | -1 | -1 | -53 | -17 | 1 | 6 | -3 | -1 | 4
O=c1cc(C(F)(F)F)c2cc3c4c(c2o1)CCCN4CCC3 | 3 | 1 | 9 | -10 | 29 | 18* | -6 | 101* | -2 | -191
CCn1cc(C(=O)c2cccs2)c2ccccc21 | 1 | 4 | -2 | 0 | -4 | 1 | 0 | -1 | 1 | 2
COc1ccc(OC)c([C@@H](O)[C@H](C)NC(C)(C)C)c1 | -4 | 0 | -3 | 2 | 3 | -7 | 9 | 3 | 5 | 2
COC(=O)C1=C(c2ccc(F)cc2OCc2ccccc2)C[C@@H]2CC[C@H]1N2C(=O)NC1CCCCC1 | -14 | 3 | 1 | -3 | 5 | 6 | -6 | -1 | -7 | 0
COc1ccc(C2CC(c3c(O)n(CCc4ccccc4)c(=O)[nH]c3=O)=NN2)cc1OC (stereo not drawn) | -10 | 3 | 1 | 13 | 7 | 3 | 5 | 0 | -1 | 42*
CCOc1cccc(=NC2CCCCC2)c2c(C)[nH]c(C)c12 | -4 | 36* | -5 | 19 | 34* | 13 | -3 | 24* | -17 | 16
Cc1nn(-c2ccccc2)c(Cl)c1C1C(C#N)=C(N)Oc2c1c(=O)oc1ccccc21 (stereo not drawn) | -8 | 1 | -6 | -19 | -12 | -2 | -6 | -1 | 2 | 8
CCC(=O)N1c2ccc(S(=O)(=O)CCC(=O)N3CCC4(CC3)OCCO4)cc2CC1C (stereo not drawn) | 4 | -1 | 3 | 5 | -1 | -2 | -6 | -4 | 6 | -4
CCCCCCn1c(O)c(/C=N/N2CCCCCC2)c(=O)[nH]c1=O | 2 | 5 | -4 | 5 | -5 | 10 | -1 | 1 | -6 | 0
CN1C(=O)C(=Cc2ccccc2OCc2ccc(C(=O)O)cc2)C(=O)N(C)C1=O | 0 | 1 | 6 | 1 | -1 | -4 | 2 | 18 | 2 | 1
O=C(Cc1ccccc1)N1CCN(Cc2ccc(F)cc2)CC1 | -1 | 5 | 3 | 2 | 5 | 0 | -1 | -2 | 6 | -6
Cc1cc(OCC(=O)NCc2ccc(S(N)(=O)=O)cc2)c2c3c(c(=O)oc2c1)CCC3 | -6 | -4 | -9 | -2 | 5 | 0 | -6 | 6 | -1 | 5
COC(=O)C1=C(c2cc3ccccc3s2)C[C@@H]2CC[C@H]1N2C(=O)NCCS(C)=O (stereo partly drawn) | 0 | 0 | 1 | 8 | 3 | -2 | 1 | -5 | 11 | -1
NC(Cc1ccc(F)cc1)c1csc(Nc2ncccn2)n1 (stereo not drawn) | -5 | 2 | -2 | . | 4 | 4 | -6 | 0 | 10 | 12
O=C(Cc1ccccc1)Oc1cccc(N2C(=O)CCC2=O)c1 | -6 | -5 | 5 | -6 | 0 | 0 | 3 | -1 | -5 | 5
Brc1ccc2c(c1)CNCc1cnnn1-2 | 1 | 7 | -1 | . | -5 | -4 | -3 | -7 | -2 | 1
CN(C(=O)Oc1ccc(C(=O)c2ccc(Cl)cc2)cc1)c1ccccc1 | 2 | 0 | 6 | -2 | -1 | -3 | 2 | 1 | -1 | 3
C[C@@]12CC[C@@H](c3cc4c(cc3C1)OCO4)N2c1ccccc1 | -11 | 1 | 2 | . | -6 | -1 | -2 | 1 | 1 | 1
COc1ccc(OCC(=O)N2CCN(Cc3c[nH]c4ccccc34)CC2)cc1 | -1 | 2 | 0 | 9 | 8 | 7 | -1 | 3 | 7 | -3
CC(C)(C)c1ccc(O)c(N=Cc2c(O)ccc3ccccc23)c1 | 0 | 5 | 11 | 50* | 24 | 12 | -1 | 31* | -6 | 6
Cc1ccc(/C=C2\C(=O)NC(=S)N(c3ccccc3F)C2=O)s1 | 1 | 1 | 45* | -24 | -212 | -97 | 1 | 3 | -3 | 35*
CC1CC(C)(O)CC(C(O)CC2CC(=O)NC(=O)C2)C1=O (stereo not drawn) | -3 | -5 | -3 | 5 | 0 | -3 | 3 | 1 | -9 | 2
CC(NC(=O)Cc1cccc2ccccc12)C(=O)N1CCC(=O)CC1 (stereo not drawn) | 1 | -6 | -3 | 6 | -1 | -6 | 3 | 3 | 3 | 2
c1cncc(-c2ccc3n2Cc2cnnn2-c2ccccc2-3)c1 | 1 | 2 | . | . | 4 | -2 | -3 | 2 | -8 | -2
Fc1ccc(CNCCc2ccc3c(c2)OCO3)cc1 | -5 | 2 | -11 | -3 | 5 | -5 | -2 | -2 | 11 | -1
CC(=NCCCn1ccnc1)c1c(O)n(C)c(=O)n(C)c1=O | 2 | 6 | 1 | 2 | 4 | -2 | -6 | -2 | -1 | -3
N#Cc1ccc(C(=O)N2Cc3cnnn3-c3ccccc3C2C#N)cc1 (stereo not drawn) | 5 | 0 | -8 | 9 | 4 | -4 | 8 | 3 | 1 | 5
CSc1nc(C)c(Br)c(N2CC2)n1 | 2 | -3 | -6 | -10 | 5 | -1 | 4 | 3 | 1 | 3
CCn1c(O)c(C=Nc2ccc(S(N)(=O)=O)cc2)c(=O)[nH]c1=S | -1 | -1 | -68 | -47 | -68 | -176 | -2 | 4 | 1 | 2
Cc1cc(/C=C2\C(=O)NC(=S)N(C)C2=O)c(C)n1C1CCCCC1 | 4 | -2 | -4 | -2 | 5 | 0 | -5 | -1 | 8 | 1
CC(C)CCNC(=O)c1c(N)n(CC2CCCO2)c2nc3ccccc3nc12 (stereo not drawn) | -9 | -1 | 0 | -17 | 5 | 0 | -2 | 0 | -1 | 1
O=C1CC(c2ccccc2)CN1 (stereo not drawn) | 14 | -7 | -7 | 5 | -10 | -7 | 7 | 6 | -12 | -3
O=C(O)C12C3CCCC1C32c1ccccc1 (stereo not drawn) | 1 | 3 | 2 | -5 | -1 | 1 | 4 | 1 | 1 | 0
CCC(C)C1NC(=O)C2CCCN2C(=O)C(CC(C)C)OC(=O)CCNC(=O)C(C)N(C)C(=O)C(C(C)C)N(C)C1=O (stereo not drawn) | 2 | 10 | 4 | 3 | -2 | -6 | 2 | -3 | 4 | -2
Oc1cc(Cl)c(Cl)cc1Cl | 4 | 1 | 0 | . | 6 | -7 | 1 | 0 | -8 | 6
COc1ccc(-n2c(C)cc(C(=O)C[N+]34CCN(CC3)CC4)c2C)cc1 | 6 | 0 | -2 | 3 | 1 | 6 | 1 | -2 | 11 | -1
C[C@]12CCC3C(CC[C@H]4C[C@H](O)CC[C@]34C)C1CCC2=O (stereo partly drawn) | 0 | 2 | -3 | -3 | 2 | -5 | 5 | -2 | -2 | -4
COc1cccc(NP2(=O)OCC(C)([N+](=O)[O-])CO2)c1 (stereo not drawn) | -6 | 1 | -1 | -2 | 7 | 7 | 1 | 1 | 3 | 0
Cc1nc2ccccc2c(=O)n1-c1ccc(-c2ccccc2)cc1 | -3 | -3 | -4 | -18 | -6 | -3 | 3 | 4 | 2 | -2
CCC(=O)Nc1ccc(N2CCN(CC)CC2)c(Cl)c1 | 9 | 2 | -2 | 1 | 1 | -1 | 3 | 0 | -14 | 1
CC1CCN(CC(=O)c2cccc(C(F)(F)F)c2)CC1 | -1 | -9 | -3 | -3 | 19 | 1 | -2 | 4 | -10 | -2
CC(C)c1ccc(O)c(CN2CCN(c3ccccc3)CC2)c1 | 2 | 4 | -2 | -11 | 1 | 4 | -6 | -1 | 2 | -7

Screening data: PubChem BioAssay, several laboratories

This is a subset. The share of hits here may be higher or lower than overall.
